Screening results deposited in PubChem by National Center for Advancing Translational Sciences (NCATS).
DT40 TDP1 CPT: DT40-hTDP1 cell growth loss with CPT; chicken DT40 Tdp1-/-;hTDP1 cells + 20 nM CPT, ATP luminescence, 48 h; Potency, µM (series often up to 46.2 µM), for the others: at the top dose activity change, negative = growth inhibition, most hits filed as inhibitors; hit rate 12% among 420,000; active = well fitted inhibition curve with a large enough effect; inconclusive = small, poorly fitted or top-dose-only effect; also: nearly all actives have a fitted effect of over 55% in size
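Chicken DT40 Tdp1-/- cells complemented with human TDP1, 400 cells/well, exposed to compounds plus 20 nM camptothecin for at least 48 h at 37 C; viability read as ATP content by CellTiter-Glo luminescence.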
Active calls of the source: *; ? = inconclusive; [ ] = another dose, or the depositor's remark. % is scaled to controls: 0 for no effect and ±100 for the full control effect; potency is read from the fitted curve at half-maximal effect.

no.	molecule	DT40 TDP1 CPT
1	O=C(Nc1cccc(Oc2ccccc2)c1)c1ccc(-n2cncn2)c2ccoc12	18.4µM*
2	CNC(=O)C[C@@H]1C(=O)N(Cc2ccccc2)CC1(C)C	3.3%
3	O=C(Nc1ccc(F)cc1)c1cnccn1	1.7%
4	CCOC(=O)/C=C/c1cccc(OC)c1O	-0.3%
5	CCCCCC(=O)N1C[C@H](n2cc(C3CC3)nn2)[C@@H](O)C[C@@H]1c1ccc(C)cc1	-14.5%
6	COC(=O)c1ccc2nc(-c3cccc(Br)c3)c(Cc3ccccc3)n2c1	?
7	Cc1ccc(Cc2c(-c3ccc(F)cc3)nc3ccc(Cl)cn23)cc1	?
8	COCCNc1nc(Oc2cccc3ccccc23)c2sccc2n1	11.6µM*
9	O=C(Nc1ccc(C(=O)O)cc1)/C(=C\c1ccc([N+](=O)[O-])cc1)NC(=O)c1ccco1	-25.0%
10	CCOC1=C2[C@@H](CN(S(=O)(=O)c3ccc(C)cc3)[C@H]2c2ccccc2Cl)[C@H]2C(=O)N(C)C(=O)[C@H]2C1	25.9µM*
11	Clc1ccc(-c2nc3ccc(Cl)cn3c2Cc2ccccc2)cc1	?
12	Cc1ccc(C(=O)COC(=O)CN2C(=O)C3CC=CCC3C2=O)cc1C (centres undefined)	-12.8%
13	[N-]=[N+]=NC(c1ccccc1)C(NC(=O)c1cc(C(F)(F)F)cc(C(F)(F)F)c1)c1ccccc1 (centres undefined)	?
14	CN(CC(=O)Nc1ccc(Cl)cc1)CC(=O)Nc1sc2c(c1C(N)=O)CCC2	20.6µM*
15	COCc1ccc(C(=O)N2CCCC(N(C)CCc3ccccc3)C2)s1 (centres undefined)	?
16	COc1cc(C(=O)N2Cc3cc4ccccc4nc3C2C)cc(OC)c1OC (centres undefined)	-37.9%
17	COc1ccc(CN2C(=O)C(CC(=O)NCCc3ccccn3)CC(C(=O)N3CCCCCC3)=C2C)cc1 (centres undefined)	8.0%
18	COc1ccc(Cn2c(=O)oc3ccccc32)cc1	-4.8%
19	O=C(Nc1ccn(CCCNCCc2ccccn2)c(=O)n1)OCc1ccccc1	0.1%
20	Cc1ccc(Cc2c(-c3ccc(F)cc3)nc3cc(C)ccn23)cc1	?
21	COc1ccc(CC(N)c2csc(NC(=O)c3ccc(F)cc3)n2)cc1 (centres undefined)	?
22	COC(=O)[C@]12CCCCC=C1N(Cc1ccc3c(c1)OCO3)C(=O)[C@H](CC(=O)N1CCCCC1)C2	?
23	Nc1ncnc2c1ncn2[C@@H]1O[C@H](C(=O)N2CCCN(Cc3cccs3)CC2)[C@@H](O)[C@H]1O	0.8%
24	CN1CCN(C2CN(Cc3cn(Cc4ccc(Cl)cc4)nn3)S(=O)(=O)C2)CC1 (centres undefined)	-14.5%
25	COC(=O)[C@@]1(C(C)C)N=C(c2cc(OC)c(OC)c(OC)c2)[C@]2(O1)C(=O)N(Cc1ccc(OC)cc1)c1ccc(Br)cc12	6.0%
26	Cc1ccc(CN2CC(N3CCN(CC4CC4)CC3)CS2(=O)=O)cc1 (centres undefined)	1.5%
27	Cc1ccc(S(=O)(=O)NC(=O)C2(C)CCN2C(=O)C2(c3ccc(Cl)cc3)CCC2)cc1 (centres undefined)	-8.7%
28	OC(c1ccccc1)(c1nc(-c2cccc3cccnc23)cs1)C(F)(F)F (centres undefined)	23.1µM*
29	O=C(Nc1cccc2cccnc12)c1ccc2sc([C@H]3C[C@H](O)[C@@H](CO)O3)nc2c1	18.4µM*
30	Cc1ccc(C(=O)NCCN2CCC(n3c(=O)[nH]c4ccccc43)CC2)cc1F	-28.4%
31	CN(C)c1cccc2c(S(=O)(=O)NC(=O)[C@H]3O[C@@H](n4cnc5c(N)ncnc54)[C@H](O)[C@@H]3O)cccc12	8.6%
32	N#Cc1ccc(-c2nc3ccc(Cl)cn3c2Cc2ccccc2C(F)(F)F)cc1	?
33	CC1(Oc2cccc(F)c2)CCN(Cc2ccc(-c3ccccn3)cc2)C1 (centres undefined)	?
34	COCC(=O)N(C)C[C@H]1Oc2ncc(Br)cc2C(=O)N([C@@H](C)CO)C[C@H]1C	1.8%
35	CC(C)CC1C(=O)N(Cc2cn(Cc3ccco3)nn2)CCS(=O)(=O)N1Cc1ccc(-c2ccccc2)cc1 (centres undefined)	14.6µM*
36	CN(C(=O)c1cnn(-c2nccc(-c3ccccc3C(F)(F)F)n2)c1C1CC1)C1CCOC1 (centres undefined)	?
37	COC(=O)C1=CN(c2ccc3c(c2)OCO3)C(N)=C(C#N)C1c1ccc(-c2ccccc2)cc1 (centres undefined)	5.8µM*
38	CC1(C(=O)NS(=O)(=O)c2ccc(Br)cc2)CCN1C(=O)C1(c2ccccc2)CC1 (centres undefined)	-13.2%
39	COC(=O)c1c(-c2ccccc2)[nH]c(-c2nccc3ccccc23)c1C(=O)OC	?
40	Cc1ccc(OCc2cc(C(=O)N(C)Cc3cnn(C)c3)no2)cc1C	-23.1%
41	COc1ccc(CC(N)c2csc(NC(=O)Nc3ccccc3C(C)C)n2)cc1 (centres undefined)	8.2µM*
42	O=C1NC[C@H](Cc2ccc(O)cc2)N(C[C@@H]2CCCN2C[C@H](Cc2ccccc2)N2C[C@H](Cc3ccc(O)cc3)N(CCc3ccccc3)C(=O)C2=O)C1=O	?
43	O=C(Nc1ccc(F)cc1)C(c1cccc(F)c1)N1CCN(C(=O)c2ccco2)CC1 (centres undefined)	-24.7%
44	Cc1n[nH]c(=O)n(N=Cc2cccs2)c1=O	-2.4%
45	CCOC(=O)C[C@@H]1OC[C@H](Cc2ccccc2)N1S(=O)(=O)c1ccc(C)cc1	?
46	CC(O)(c1ccc(F)c(F)c1)c1nc(-c2cccc(C#N)c2)cs1 (centres undefined)	?
47	C[C@H]1Cn2cnc(C(=O)Nc3cccc(Cl)c3)c2C(=O)N1	?
48	O=C(Nc1ccc(F)c(Cl)c1)c1cc(C2CCCCN2C(=O)C2CC2)on1 (centres undefined)	25.9µM*
49	Cc1ccc2c(Cl)c(C(=O)NCCCN3CCOCC3)sc2c1	-12.6%
50	CC(=O)Nc1cc(-c2ccccc2CN(C)C)cn2c(-c3ccc(C(C)=O)cc3)cnc12	?
51	O=C(NN=Cc1cccc(O)c1O)c1ccccc1	2.59µM*
52	O=C(CNS(=O)(=O)Cc1ccccc1)NNc1ccccc1	-16.1%
53	CCn1c(SCC(=O)N2CCC(C)CC2)nc2c([nH]c3ccccc32)c1=O	?
54	O=C(NCCCN1CCCC1=O)C(=O)NCC1OCCCN1S(=O)(=O)c1ccccc1 (centres undefined)	-2.8%
55	COCCCNC(=O)C[C@@H]1C[C@@]2(C(=O)OC)CC(C)(C)CC=C2N(Cc2ccco2)C1=O	-6.6%
56	COc1ccc(-c2nc3c(C)cc(Br)cn3c2Cc2ccsc2)cc1OC	?

Carrying on.
no.	molecule	DT40 TDP1 CPT
57	COc1ccc(CN2C(=O)CCCC2(C)c2nc3ccccc3[nH]2)cc1 (centres undefined)	-3.9%
58	Cc1ccc(S(=O)(=O)CCOC(=O)CNC(=O)OCc2ccccc2)cc1	0.6%
59	CCCNC(=O)C1(C)CCN(C(=O)C2(c3ccc(Cl)cc3)CCCC2)C1 (centres undefined)	?
60	CC(=O)Nc1ccc(CN2C(=O)C(C)ON=C2c2ccccc2-c2ccco2)cc1 (centres undefined)	?
61	CC(=O)N(C)[C@H]1C[C@@H](c2ccccc2)N(C(C)=O)C[C@H]1CO	-6.6%
62	O=C(c1cn(C2CCCN(Cc3cccc(Oc4ccccc4)c3)C2)nn1)N1CCCC1 (centres undefined)	?
63	COc1ccc(CNC(=O)c2ccc3nc(C)c(N(C)Cc4ccc(NC(C)=O)cc4)n3c2)cc1	13µM*
64	CC(=O)OCC(=O)[C@@]1(O)[C@H](C)C[C@H]2[C@@H]3C[C@H](F)C4=CC(=O)C=C[C@]4(C)[C@H]3[C@@H](O)C[C@@]21C	?
65	CCOc1cc(C=NNC(=O)N(c2ccccc2)c2ccccc2)ccc1O	29.1µM*
66	Cc1ccc(CNc2nc(NCC3CC3)nc3ccsc23)c(C)c1	9.2µM*
67	O=C(Nc1ccc(Cl)c(Cl)c1)N[C@@H]1CC[C@@H](CCn2cc(C3CCCCC3)nn2)O[C@@H]1CO	?
68	C[C@H](CO)N1C[C@H](C)[C@H](CN(C)S(=O)(=O)c2cccs2)Oc2ncc(-c3cc4ccccc4o3)cc2C1=O	23.1µM*
69	CCCS(=O)(=O)NC(=O)C1(C)CCN(C(=O)c2sccc2C)C1 (centres undefined)	2.0%
70	O=C(NCCN1CCOCC1)c1ccc(NC(=O)c2ccc(Br)o2)cc1	-15.8%
71	COc1ccc(SC2=C[C@@]3(O)CC[C@@H](O)[C@@](Sc4ccc(OC)cc4)(C2=O)[C@H]3O)cc1	23.1µM*
72	CN(C)c1ccc(C(=O)C(=O)N2CCN(c3ccccc3)CC2)cc1	?
73	CCNC(=O)C1(C)CCCN(C(=O)c2nc(C)oc2C)C1 (centres undefined)	-10.3%
74	CCCCCCn1c(=O)n2n(c1=O)C[C@]1(OC(=O)Nc3c(C)noc3C)CN(S(=O)(=O)c3ccc(C)cc3)C[C@]1(O)C2	?
75	CCN1CCN(C(CCc2ccccc2)C(=O)NC2CCCCC2)CC1 (centres undefined)	-28.0%
76	C/C=C/c1cccc(-c2nc(C(=O)N3CCN(C)CC3)cc3c2[C@@H](CCO)N(C(=O)NC(C)C)C3)c1	4.5%
77	COc1cc(C2c3cc4c(cc3C3OC(=O)C2C3CO)OCO4)cc(OC)c1OC (centres undefined)	0.0103µM*
78	CC(=O)Nc1ccccc1-c1cccc2nccn12	-1.3%
79	CC1(Cc2ccccc2Cl)C(=O)Nc2ccc(OC(F)(F)F)cc21 (centres undefined)	23.1µM*
80	CC(=O)Nc1cccc(-c2cc(NC(C)=O)c3ncc(-c4ccc(C(C)=O)cc4)n3c2)c1	5.17µM*

4 entries from above in another layout.
72	CN(C)c1ccc(C(=O)C(=O)N2CCN(c3ccccc3)CC2)cc1
  DT40 TDP1 CPT: ?
73	CCNC(=O)C1(C)CCCN(C(=O)c2nc(C)oc2C)C1 (centres undefined)
  DT40 TDP1 CPT: -10.3%
74	CCCCCCn1c(=O)n2n(c1=O)C[C@]1(OC(=O)Nc3c(C)noc3C)CN(S(=O)(=O)c3ccc(C)cc3)C[C@]1(O)C2
  DT40 TDP1 CPT: ?
75	CCN1CCN(C(CCc2ccccc2)C(=O)NC2CCCCC2)CC1 (centres undefined)
  DT40 TDP1 CPT: -28.0%

Returning to the listing with the three entries that preceded the break.
no.	molecule	DT40 TDP1 CPT
78	CC(=O)Nc1ccccc1-c1cccc2nccn12	-1.3%
79	CC1(Cc2ccccc2Cl)C(=O)Nc2ccc(OC(F)(F)F)cc21 (centres undefined)	23.1µM*
80	CC(=O)Nc1cccc(-c2cc(NC(C)=O)c3ncc(-c4ccc(C(C)=O)cc4)n3c2)c1	5.17µM*
81	CN1CCN(C(=O)c2ccc(-c3cc4nc(NCc5cccnc5)n(C)c(=O)c4s3)cc2)CC1	3.9%
82	CCc1nc2ccc(C(=O)NCCC(C)C)cn2c1N(C)Cc1ccc(OC)cc1	?
83	O=C(NCc1ccccc1)C(c1ccc(C(F)(F)F)cc1)n1c(=O)c(-c2ccccc2)nc2ccccc21 (centres undefined)	-71.4%
84	CC(C)C[C@H]1CN(CCCC[C@@H]2CNC(=O)C(=O)N2CC2CCCCC2)C(=O)C(=O)N1CC1CCCCC1	-0.4%
85	CCOC(=O)C1(C)CCCN(C(=O)c2ccccc2)C1 (centres undefined)	?
86	CC1(C(=O)NS(=O)(=O)c2ccccc2Cl)CCN1C(=O)c1cccc(F)c1 (centres undefined)	-8.4%
87	CCc1ccc(CCC(=O)N2CCN(S(=O)(=O)c3ccc(Br)cc3)CC2)cc1	?
88	Cc1ccc(C)c(NS(=O)(=O)c2ccc(-n3cccn3)cc2)c1	-38.8%
89	O=C(CCc1cccnc1)NCC1Cc2cccc(-c3ncccn3)c2O1 (centres undefined)	2.6%[9.04 µM]
90	C=CCOc1ccccc1CNn1c(C)n[nH]c1=S	-15.9%
91	Cc1ccc(F)cc1CNC(=O)c1sc2ncnc(NCC3CCCO3)c2c1C (centres undefined)	2.7%
92	CC(=O)c1cccc(NC(=O)C2Cc3c(-c4cccc(F)c4)ccnc3O2)c1 (centres undefined)	18.4µM*
93	CN(C)c1ccc(-c2ccnc3c2CC(C)(C(=O)NCc2ccncc2)O3)cc1 (centres undefined)	?
94	COCCNC(=O)C1(C)CCCN(C(=O)c2ccc(C(=O)OC)cc2)C1 (centres undefined)	0.4%
95	O=C(NCCN1CCC(n2c(=O)[nH]c3ccccc32)CC1)c1ccccc1Cl	?
96	CCOC(=O)C1(c2ccccc2)CCCNC1=O (centres undefined)	?
97	Cc1cn([C@H]2C[C@H](O)[C@@H](CNCc3cc(Cl)ccc3OCc3ccc(Cl)cc3)O2)c(=O)[nH]c1=O	?
98	O=C(NC(c1ccc(Cl)cc1)c1cnccn1)C1CCN(Cc2ccc(Cl)cc2)CC1 (centres undefined)	?
99	O=C1C=CC(n2cc(F)c(=O)[nH]c2=O)O1 (centres undefined)	18.4µM*
100	NC(=S)c1ccc(OCCCc2ccccc2)cc1	-18.6%
101	CC1(C(=O)N2Cc3ccccc3C2)CCN1C(=O)C1(c2ccccc2)CC1 (centres undefined)	?
102	C[C@@H]1CCCCO[C@@H](CN(C)Cc2ccc(C(F)(F)F)cc2)[C@@H](C)CN([C@H](C)CO)C(=O)c2cc(N(C)C)ccc2O1	23.1µM*
103	OC(c1ccc2c(c1)OCO2)c1ncc(-c2cccc(C(F)(F)F)c2)[nH]1 (centres undefined)	-35.1%
104	CCN1C(=O)[C@H]2[C@@H](c3ccc(C(F)(F)F)cc3)N[C@]3(CCCN(CC4CCCCC4)C3=O)[C@H]2C1=O	?
105	CCCCOCCCNC(=O)C[C@@H]1C[C@@]2(C(=O)OC)CC(C)(C)CC=C2N(CCc2ccc(OC)c(OC)c2)C1=O	?

Only part of the results is shown; the hit share may differ from the screen's.
